# KCNQ1 pot – potentiators or activators of KCNQ1 channel, primary screen, cell-based, thallium flux, high-throughput; Potassium voltage-gated channel subfamily KQT member 1 (Homo sapiens), P51787; CHO-K1 KCNQ1, thallium flux FluxOR fluorescence; active compounds read high; B-score at 10 µM; 0.35% of 310,000 active;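 active = fluorescence ratio B-score, a plate-corrected score, at least three library SD, with initial intensity B-score within 5 SD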
# Target sequence (P51787 whole entry, looked up): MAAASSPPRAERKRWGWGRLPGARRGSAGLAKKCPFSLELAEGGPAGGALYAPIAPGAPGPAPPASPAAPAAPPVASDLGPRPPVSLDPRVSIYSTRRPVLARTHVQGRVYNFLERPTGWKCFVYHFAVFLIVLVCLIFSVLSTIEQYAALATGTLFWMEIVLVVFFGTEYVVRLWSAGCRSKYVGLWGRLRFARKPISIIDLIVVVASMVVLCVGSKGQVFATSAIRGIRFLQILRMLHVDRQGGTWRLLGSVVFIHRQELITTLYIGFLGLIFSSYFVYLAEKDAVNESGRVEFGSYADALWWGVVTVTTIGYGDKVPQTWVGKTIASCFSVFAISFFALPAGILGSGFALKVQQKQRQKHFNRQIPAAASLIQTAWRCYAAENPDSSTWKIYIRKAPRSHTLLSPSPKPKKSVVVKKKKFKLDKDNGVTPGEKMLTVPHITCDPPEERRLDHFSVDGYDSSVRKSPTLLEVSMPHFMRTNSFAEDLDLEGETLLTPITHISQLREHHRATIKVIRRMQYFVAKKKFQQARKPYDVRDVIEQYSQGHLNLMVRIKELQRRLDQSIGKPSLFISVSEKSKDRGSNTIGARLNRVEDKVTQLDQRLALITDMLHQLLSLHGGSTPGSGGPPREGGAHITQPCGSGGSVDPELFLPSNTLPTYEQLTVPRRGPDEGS
#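 Doses: Single concentration per compound, DMSO matched to controls | Test system: KCNQ1-transfected CHO-K1 cells | Timing: 90 min dye loading and 20 min compound exposure, both at room temperature | Measured by: Kinetic FluxOR thallium fluorescence, 10-s 1-Hz baseline, 110-s post-stimulus read | Medium: Assay buffer with matched DMSO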
# GSK3A inh – blockers of GSK3A enzyme activity – biochemical, luminescence, cell-free homogeneous, HTS, primary screen | inhibition, % at 10 µM | Glycogen synthase kinase-3 alpha (Homo sapiens), P49840 | AID 2650, 2010 | 0.1% of 320,000 active | GSK-3 alpha kinase, ADP-Glo luminescence, 60 min;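 in the data active = inhibition above about 50%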;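 also: GST-tagged GSK-3 alpha with peptide substrate and 25 µM ATP; 0% = DMSO neutral wells and 100% = GW8510 positive control wells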
# KCNK9 block – KCNK9 potassium channel inhibitors, primary screen, HEK293 cells, thallium flux | FluxOR thallium flux fluorescence; active compounds read low | B-score at 10 µM | 1.2% of 310,000 active;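 active = ratio B-score over 3 SD below the library mean, with starting fluorescence within 5 SD of its mean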;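 also: negative B-score means less thallium flux so channel inhibition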
# RGS4 inh – RGS4 inhibitors, primary screen, cell-based, HEK293 M3R inducible RGS4, calcium flux | Regulator of G-protein signaling 4 (Homo sapiens), P49798 | Fluo-4 calcium flux; active compounds read high; triggered by carbachol at its EC20 | B-score at 10 µM | AID 463165, 2010 | 0.45% of 310,000 active;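 active = B-score, a plate-corrected calcium signal, over three deviations above library mean, with baseline fluorescence within five deviations of library mean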;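 also: RGS4 expression induced by doxycycline in cells with stable M3 receptor; B-score is computed from the integrated fluorescence ratio over baseline after carbachol; higher B-score means a larger calcium signal and so more RGS4 inhibition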
# Target sequence (P49798 whole entry, looked up): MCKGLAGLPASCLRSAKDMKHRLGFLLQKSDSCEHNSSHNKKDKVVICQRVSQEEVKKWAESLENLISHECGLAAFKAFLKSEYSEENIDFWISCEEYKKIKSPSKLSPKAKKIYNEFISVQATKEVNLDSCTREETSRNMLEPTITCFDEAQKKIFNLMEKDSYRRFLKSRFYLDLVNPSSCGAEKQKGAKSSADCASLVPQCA
# PolyA inh – polyadenylation inhibitors in yeast reporter cells, primary screen, luminescence, S. cerevisiae. S. cerevisiae SKY197-pL101 polyadenylation reporter, beta-gal luminescence; efflux-impaired pdr1/pdr3 knockout yeast; score 100 = 6 SD above DMSO. calls only at 12 µM. 0.02% of 300,000 active. AID 1875, 2009;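 active = lowest replicate activity score at least 50, where 100 means six control SD above control mean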;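 also: yeast exposed to compound for 9 h at 30 °C; higher score means more reporter readthrough which indicates perturbed polyadenylation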
# RGS4 pot – RGS4 potentiators or activators, primary screen, cell-based, HEK293 M3R inducible RGS4, calcium flux. carbachol calcium flux Fluo4; active compounds read low. B-score at 10 µM. 0.92% of 310,000 active. AID 463111, 2010;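 active = B-score of the integrated calcium signal more than 4 SD below the library mean, with starting fluorescence not abnormally high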;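 also: negative B-score means reduced calcium response which marks RGS4 activation or potentiation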
#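 Material: M3R-expressing HEK293 line, RGS4 induced by doxycycline | Schedule: Overnight RGS4 induction, 30 min dye load 37 °C, 20 min compound RT | Measured by: Fluo4 fluorescence kinetic imaging of calcium | Read-out: Integrated calcium ratio converted to B score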
# hERG rescue – hERG rescue from dofetilide block, primary screen, cell-based, CHO-hERG, FluxOR thallium flux, dofetilide IC70; Voltage-gated inwardly rectifying potassium channel KCNH2 (Homo sapiens), Q12809; 0.51% of 310,000 active; activation (rescue from dofetilide block), less the hit threshold, % at 10 µM; AID 1511, 2009; dofetilide IC70 present;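 active = activation above the mean of controls blocked by dofetilide plus 5 SD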;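 also: thallium influx through hERG after potassium depolarization seen as dye fluorescence rise; in these data hits start at about 4.7%; inactives centre near -7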
# KCNQ1 block – inhibitors of human KCNQ1 channel, primary screen, cell-based, thallium flux, high-throughput. 1.3% of 310,000 active. B-score at 10 µM. CHO-K1 KCNQ1, FluxOR thallium flux fluorescence; active compounds read high;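 active = compounds whose thallium flux B-score, printed positive for inhibition, exceeds three library SD while starting fluorescence stays within three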;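 also: channel opened by potassium depolarization with thallium stimulus after 20 min compound exposure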
# DYRK1A inh – rat Dyrk1A kinase inhibitors, primary screen, biochemical, single point, plate reader; AID 504441, 2011; inhibition, % at 12.5 µM; ADP-Glo luminescence, NFATc1 peptide; 0.43% of 310,000 active; Dual specificity tyrosine-phosphorylation-regulated kinase 1A (Rattus norvegicus), Q63470; in the data active = inhibition above about 50%;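 also: plate controls were vehicle with enzyme for no effect and no enzyme for full effect; many of its hits are not listed in these tables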
# GSK3beta inhib – human GSK3beta kinase inhibitors, primary screen, biochemical, cell-free homogeneous, HTS. Glycogen synthase kinase-3 beta (Homo sapiens), P49841. GST-GSK3beta kinase, ADP-Glo luminescence, 60 min; active compounds read low. activity score (negative = inhibition), % at 10 µM. 0.038% of 300,000 active;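 active = more than half of replicate wells score below -50%, meaning over 50% inhibition versus plate controls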;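 also: 0% = median DMSO wells and -100% = median GW8510 positive control wells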
#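 Assay system: GST-tagged human GSK3beta kinase, cell-free; Input: 1.6 ng GSK3beta; Medium: Tris/MgCl2 kinase buffer; Timing: 60 min enzyme reaction, room temperature; Signal: ADP-Glo luminescence quantifying ADP generated by kinase; Evaluation: score relative to plate controls; Benchmarks: DMSO neutral wells and GW8510 at 20 µM as positive.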
# KCNK3 block – human KCNK3 channel inhibitors, primary screen, CHO cells, FluxOR thallium flux, B-score; Potassium channel subfamily K member 3 (Homo sapiens), O14649; FluxOR fluorescence; active compounds read low; B-score at 10 µM; 0.84% of 340,000 active; AID 602410, 2012;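 active = B-score under library mean minus 4 SD, starting fluorescence ratio at most library mean plus 5 SD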;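 also: more negative B-score means stronger inhibition of thallium flux through KCNK3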
# * marks the source's active call; other numbers are inactive results; i = inactive; . = not tested or not shown.
SMILES,KCNQ1 pot,GSK3A inh,KCNK9 block,RGS4 inh,PolyA inh,RGS4 pot,hERG rescue,KCNQ1 block,DYRK1A inh,GSK3beta inhib,KCNK3 block
COc1ccc(O)c(/C=N/Nc2nc3ccccc3[nH]2)c1,i,1,i,i,i,i,-10,i,-2,-5,i
CCc1ccc(C2=NN(S(C)(=O)=O)C(c3cccs3)C2)cc1 (configuration not stated),i,5,i,i,i,i,-5,i,-1,-6,i
CCOc1cccc(CNc2nnnn2C)c1,i,0,i,i,i,i,-15,i,-3,-1,i
Nc1nc(CN2CCOCC2)cs1,i,0,i,i,.,i,-7,i,2,-4,i
NC(=O)C1CCN(CC(=O)Nc2ccccc2Sc2ccc(Cl)cc2)CC1,i,-1,i,i,i,i,-8,i,-4,-10,i
Cc1cc2nc3c(nc2cc1C)C1(C(=O)O)CCC3(C)C1(C)C (configuration not stated),i,-1,i,i,i,i,-8,i,0,3,i
CCCCn1c(Nc2ccc(OC)cc2)nc2ccccc21,i,0,i,i,i,i,-8,i,0,3,i
O=C(/C=C/c1ccccc1)NNC(=O)c1ccco1,i,-1,i,i,i,i,-12,i,-3,.,i
CC(=O)Nc1ccccc1C(=O)C(=O)Nc1cccc(C(=O)NCc2ccccc2)c1,i,0,i,i,i,i,-11,i,-2,0,i
Cc1cc(S(=O)(=O)N2CCCOC2CNC(=O)C(=O)NCCCN2CCOCC2)ccc1F (configuration not stated),i,0,i,i,i,i,-9,i,-7,3,i
CCCCCSc1nncc(=O)[nH]1,i,.,i,i,i,i,-10,i,5,3,i
CCCOc1ccc(C(=O)NCCc2ccccc2)cc1,i,2,i,i,i,i,-16,i,-6,-1,i
O=C(NNC(=S)Nc1ccccc1)Nc1ccccc1,i,16,i,i,i,i,-6,i,0,0,i
Cc1ccc(CN2C(=O)N/C(=C/c3ccc4c(c3)n(C)c(=O)n4C)C2=O)cc1,i,5,i,i,i,i,-22,i,.,4,.
O=C(CN(C(=O)CCC(=O)Nc1ccccn1)C1CCCC1)NCc1ccc(F)cc1,i,-1,i,i,i,i,-3,i,-3,4,i
Cc1cccc(OCC2CCCN(Cc3nc(C4CC4)no3)C2)c1 (configuration not stated),i,-4,i,i,i,i,-11,i,1,6,i
CCC(C(=O)NCc1ccco1)N(C(=O)CNS(=O)(=O)c1ccc(C)cc1)c1ccccc1OC (configuration not stated),i,.,i,i,i,i,-11,i,0,2,i
COc1cc2c(cc1OC)CN(CC(=O)NC(=O)NCc1ccccc1)CC2,i,6,i,i,i,i,-13,i,2,2,i
CCOC(=O)c1c(NC(=O)CN2C(=O)NC3(CCCCC3C)C2=O)sc(C)c1C (configuration not stated),i,-3,i,i,i,i,-6,i,-11,0,i
Cn1c(=O)c2c(-c3ccc(C(C)(C)C)cc3)n(CC3CCCO3)cc2n(C)c1=O (configuration not stated),i,-1,i,i,i,i,-10,i,-2,1,i
O=C(NCc1ccccc1Cl)C1(S(=O)(=O)c2ccc(Cl)cc2)CC1,i,0,i,i,i,i,-10,i,-4,1,i
O=C(O)c1ccccc1S(=O)(=O)NCC(O)COC1CCCCC1 (configuration not stated),i,-2,i,i,i,i,-17,i,2,-3,i
COc1cccc(C2=CC(c3cccc(OC)c3OC)n3nnnc3N2)c1 (configuration not stated),i,-1,i,i,i,i,-10,i,-1,-1,i
COc1ccc(C(=O)N/N=C/c2ccccn2)cc1OC,i,7,i,i,i,i,-13,i,.,0,i
CCOC(=O)N1CCN(CCC(=O)c2ccc(Br)cc2)CC1,i,-3,i,i,i,i,-14,i,4,3,i
# Next section
SMILES,KCNQ1 pot,GSK3A inh,KCNK9 block,RGS4 inh,PolyA inh,RGS4 pot,hERG rescue,KCNQ1 block,DYRK1A inh,GSK3beta inhib,KCNK3 block
O=C(C1CCCCCC1)N1CC[C@@H](N2CCC(O)CC2)[C@H](O)C1,i,-2,i,i,i,i,1,i,4,2,i
CCCOc1nc(SCCC)nc2c1cnn2-c1ccccc1,i,-3,i,i,i,i,-6,i,-6,1,i
NC(N)=N/N=C/c1cccc(Cl)c1Cl,i,6,i,i,i,i,-9,i,13,2,i
O=C(CN1C(=O)C(=O)N(Cc2ccco2)C1=O)NC1CCCCC1,i,0,i,i,i,i,-9,i,5,-2,i
Cc1cccc(C)c1OCc1nnc(SCC(=O)Nc2ccccc2F)o1,i,-2,i,i,i,i,-7,i,-4,-3,i
COCCCn1c(SCC(=O)N2CCCCC2C)nnc1-c1ccco1 (configuration not stated),i,-1,i,i,i,i,-7,i,-3,-8,i
COC(=O)N(C)CCCC1(C)C(=O)N(C)c2ccc(O)cc21 (configuration not stated),i,-2,i,i,i,i,-6,i,1,1,i
CCN(Cc1ccncc1)Cc1cn(C)nc1-c1ccc(Oc2ccccc2)cc1,i,1,i,i,i,i,-14,6*,.,-1,i
CC(=O)N1CCc2cc(S(=O)(=O)NCCC(=O)Nc3cc(C)cc(C)c3)ccc21,i,-2,i,i,i,i,-8,i,2,.,i
COc1ccc(C)cc1S(=O)(=O)N(C)CC(=O)NCc1ccncc1,i,-1,i,i,i,i,-2,i,-2,2,i
CC(C)c1nnc(NC(=O)C2CCCN2C(=O)Nc2ccc(F)cc2)s1 (configuration not stated),i,-1,i,i,i,i,-6,i,2,2,i
COc1ccc(N2C(=O)c3ccc(C(=O)Nc4ccccc4O)cc3C2=O)cc1,i,-3,i,i,i,i,-4,i,2,-1,i
O=C(N1CCOCC1)C(F)(F)C(F)(F)C(F)(F)C(F)(F)C(=O)N1CCOCC1,i,-2,i,i,.,i,-10,i,-6,-2,i
O=C(O)CC(NC(=O)C12CC3CC(CC(C3)C1)C2)c1ccc(Cl)cc1 (configuration not stated),i,-3,i,i,i,i,-1,i,4,2,i
CCOC(=O)NC(=O)/C(N=Nc1ccc(C(F)(F)F)cc1)=C(\C)O,i,-1,i,i,i,i,-10,i,-1,-6,i
COc1cc(CNC2CCCCC2)c(Br)cc1OC1CCCC1,i,0,i,i,i,i,-20,i,9,0,i
CCOc1cc(C(=O)NN2CCOCC2)cc(OCC)c1OCC,i,-2,i,i,i,i,-8,i,-2,0,i
O=c1c2ccccc2nnn1CSc1nnnn1-c1ccc(O)cc1,i,-2,i,i,i,i,-11,i,-4,0,i
CCS(=O)(=O)c1ccccc1C(=O)NC1CCCc2ccccc21 (configuration not stated),i,-1,i,i,i,i,-4,i,-2,5,i
COc1ccc(Cc2nc(-c3ccncc3)no2)cc1,i,-1,i,i,i,i,-1,i,-1,-2,i
Cc1cccc(-n2c(C)cc(/C=C3\C(=N)N4N=C(CC(C)C)SC4=NC3=O)c2C)c1,i,-1,i,i,i,i,-2,i,-4,1,i
O=C(Nc1ccc(F)cc1F)NC1CCN(S(=O)(=O)c2ccc(F)cc2)CC1,i,0,i,i,i,i,-5,i,-5,5,i
CN(CCC#N)CC(=O)Nc1ccc(S(N)(=O)=O)cc1,i,-1,i,i,i,i,-3,i,-4,2,i
CC1Oc2ccccc2N(CC(=O)N(Cc2ccccc2)Cc2ccccn2)C1=O (configuration not stated),i,-1,i,i,i,i,-7,i,4,1,i
Cc1ccc(S(=O)(=O)N(Cc2ccc(Cl)cc2)c2ccccc2C(=O)NCc2cccnc2)cc1,i,-2,i,i,i,i,-8,i,5,-1,i
# The results go on.
SMILES,KCNQ1 pot,GSK3A inh,KCNK9 block,RGS4 inh,PolyA inh,RGS4 pot,hERG rescue,KCNQ1 block,DYRK1A inh,GSK3beta inhib,KCNK3 block
Cc1ccc(S/C(=N\S(=O)(=O)c2ccc(Cl)cc2)c2ccccc2)cc1,i,-9,i,i,i,i,-8,i,1,-1,i
O=C(N/N=C/c1ccc(Br)cc1)c1ccc(Br)o1,i,-2,i,i,i,i,-5,i,-1,-3,i
CC(CCc1ccccc1)NC(=O)COC(=O)c1ccccc1Br (configuration not stated),i,-2,i,i,i,i,-10,i,-2,3,i
CCOc1ccccc1Cn1c(=O)sc2ccccc21,i,2,i,i,i,i,-3,i,5,0,i
Cc1cc(C)c(S(=O)(=O)Nc2cccc(C(=O)O)c2)cc1S(=O)(=O)Nc1cccc(C(=O)O)c1,i,-5,i,i,i,i,-1,i,-8,6,i
O=C(NC(=S)Nc1ccc2c(c1)C(=O)c1ccccc1C2=O)c1ccc(F)cc1,i,-1,i,i,i,i,-8,i,.,-1,.
CN(C[C@H](CC1CCCCC1)N(C[C@H](Cc1ccccc1)N(CCc1ccccc1)N=O)N=O)N=O,i,-2,i,i,i,i,1,i,-4,1,i
O=C(CSCCO)Nc1ccc([N+](=O)[O-])cc1,i,2,i,i,i,i,-12,i,-1,1,i
c1ccc2c(c1)OCC(c1nnc3sc(-c4cnccn4)nn13)O2 (configuration not stated),i,10,i,i,.,i,-12,i,2,3,i
O=C(Nc1cc(F)ccc1F)C1CCCO1 (configuration not stated),i,-3,i,i,i,i,-10,i,-2,0,i
Cc1ccccc1-c1nc(P(=O)(c2ccccc2)c2ccccc2)c(N2CCOCC2)o1,i,2,i,i,i,i,-3,i,6,-3,i
CCN(c1ccccc1)S(=O)(=O)c1ccc(C(=O)Oc2ccc(C(C)=O)cc2)cc1,i,0,i,i,i,i,-8,i,2,4,i
COC(=O)CCCC(=O)N1CCCC(C(=O)c2ccc(OC)cc2C)C1 (configuration not stated),i,0,i,i,i,i,0,i,0,0,i

# Bioassay records: PubChem, several laboratories

# This is a subset; the hit share may differ from the screen's.
